GFP derepression: qHTS Assay for Epigenetic Modulators | AID 597, 2007 | mouse C127i GFP locus derepression, cytometry, 30 h | actives 0.09% (n = 68,000) | Potency, µM (titrated, usually from 46.1 µM), inactives show top-dose GFP derepression (activation); also: % of control where 0% means no effect
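Locus derepression in mouse mammary C127i cells whose integrated CMV-GFP reporter is normally silent; GFP expression after 30 h compound treatment was quantified by counting fluorescent cells.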
DNA Pol III inh: qHTS Assay for Inhibitors of DNA Polymerase III Holoenzyme System; reconstituted DNA polymerase III holoenzyme replication, biochemical; Potency, µM (titrated, usually from 57.1 µM), inactives show at the highest dose activity change, negative = inhibition; actives 0.25% (n = 71,000); AID 603, 2007; also: potency is read from the fitted curve at half-maximal effect; % is scaled to controls: 0 for no effect and ±100 for the full control effect
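Reconstituted *E. coli* holoenzyme (0.35 nM Pol III, 1 nM beta, 154 nM SSB, 2 nM primase) was preincubated with compound for 15 min at RT. Synthesis on 1.4 nM ssM13Gori ran 35 min, then was stopped with PicoGreen/EDTA and read as dsDNA fluorescence.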
BRCT PPI green: qHTS Assay for Inhibitors of BRCT-Phosphoprotein Interaction (Green Fluorophore); Breast cancer type 1 susceptibility protein (Homo sapiens), P38398; BRCA1 BRCT-phosphopeptide binding, green fluorescence polarization; Potency, µM (titrated, usually from 76.9 µM), inactives show at the top dose activity change, negative = inhibition, hits mostly inhibitors; actives 0.05% (n = 75,000); AID 875, 2007;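 also: potency is read from the fitted curve at half-maximal effect; plate controls were peptide without protein for full effect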
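Fluorescence polarization: His-tagged BRCT (~35 kDa BRCA1 C-terminus, 250 nM) bound to 100 nM fluorescein-labeled phosphorylated 10-aa BACH1 peptide, pH 7.3 phosphate buffer with DTT and Tween 20. Compounds incubated 12 min at room temperature; inhibition read as lowered polarization.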
15-hLO inh: qHTS Assay for Inhibitors of 15-hLO (15-human lipoxygenase). Potency, µM (highest dose often 57.1 µM), for inactives: at the highest dose activity change, negative = inhibition, actives largely listed as inhibitors. AID 887, 2007. purified 15hLO-1, xylenol orange hydroperoxide absorbance. actives 1.4% (n = 74,000); also: potency is read from the fitted curve at half-maximal effect; % is scaled to controls: 0 for no effect and ±100 for the full control effect; nearly all actives have a fitted effect of over 55% in size
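Hydroperoxide formed from arachidonic acid (50 uM) by purified human 15hLO-1 (40 nM) oxidizes ferrous iron, and the ferric-xylenol orange complex is read at 573 versus 405 nm. Compounds were preincubated 15 min; reaction ran 6 min at room temperature.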
USP2a inh: qHTS Assay for Inhibitors of Ubiquitin-specific Protease USP2a. actives 0.1% (n = 60,000). Potency, µM (highest dose often 38.3 µM), for the others: top-dose activity change, negative = inhibition, most hits filed as inhibitors. Ubiquitin carboxyl-terminal hydrolase 2 (Homo sapiens), O75604. USP2a enzymatic assay, qHTS inhibition;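 also: potency is read from the fitted curve at half-maximal effect; nearly all actives have a fitted effect of over 60% in size; plate controls were DMSO for no effect and NEM full inhibition control for full effect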
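Inhibition is measured in a cell-free coupled assay with 20 nM USP2 core, 20 nM Ub-PLA2 and 20 uM NBD C6-HPC, 2.5 h incubation. Activity normalized to NEM control.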
HADH2 inhib: qHTS Assay for Inhibitors of HADH2 (Hydroxyacyl-Coenzyme A Dehydrogenase, Type II). 3-hydroxyacyl-CoA dehydrogenase type-2 (Homo sapiens), Q99714. recombinant HADH2, NADH fluorescence, beta-hydroxybutyryl-CoA. Potency, µM (titrated, usually from 57.1 µM), for the others: at the highest dose activity change, negative = inhibition, actives largely listed as inhibitors. actives 3.4% (n = 73,000). AID 886, 2007; also: potency is read from the fitted curve at half-maximal effect; % is scaled to controls: 0 for no effect and ±100 for the full control effect; nearly all actives have a fitted effect of over 60% in size; many of its hits are not listed in these tables
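E. coli-expressed His-tagged HADH2 tested at 20 nM in alkaline Tris buffer (pH 9.0); oxidation of 90 uM beta-hydroxybutyryl-CoA with 1 mM NAD+ tracked fluorimetrically for 4 min.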
HBB splice mod: qHTS Assay for Modulators of Hemoglobin Beta Chain Splicing; HBB splicing reporter cell assay, activation; EGFP reporter with mutant IVS2-654 intron; response scale: normalised to 500 nM splice-correcting PNA; Potency, µM (top dose mostly 46.1 µM), inactives show at the top dose activation, hits mostly activators; actives 0.06% (n = 65,000); also: potency is read from the fitted curve at half-maximal effect; 0% is about no effect
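Compounds were applied for 2 days to HeLa EGFP-654 cells, 500/well in Optimem with 2% FCS. The reporter's EGFP is disrupted by mis-splicing of beta-globin intron IVS2-654. Readout: summed well GFP fluorescence from 488 nm laser scanning; reference was 500 nM antisense […] 654 PNA.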
BRCT inh red: qHTS Assay for Inhibitors of BRCT-Phosphoprotein Interaction (Red Fluorophore) | AID 892, 2007 | Potency, µM (highest dose often 76.9 µM), inactives show at the highest dose activity change, negative = inhibition, hits mostly inhibitors | actives 0.03% (n = 75,000) | BRCT-phosphopeptide binding, red fluorescence polarization; also: % is scaled to controls: 0 for no effect and ±100 for the full control effect
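Rhodamine-labelled pBACH1 10-mer (100 nM) bound to BRCT domain (100 nM) at pH 7.3; compounds incubated 12 min room temperature, polarization read. Free peptide defines full inhibition; unlabelled decapeptide titrated as control.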
UbGFP stabilizer: Ubiquitin-GFP Assay; Ubiquitin-GFP reporter cells, proteasome inhibition, GFP fluorescence; response scale: untreated = 0%, 10 µM MG-132 = 100%; 67,000 tested, under 10 active; Potency, µM (titrated, usually from 45.9 µM), inactives show at the highest dose activation (GFP accumulation), actives largely listed as activators; active = well fitted activation curve with a large enough effect, not every such curve was filed as active; inconclusive = small, poorly fitted or top-dose-only effect, or another doubt; inactive = no such curve, though single readings can be large or run the other way; also: potency is read from the fitted curve at half-maximal effect
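GFP accumulation read-out: laser plate cytometry counting ubiquitin(G76V)-GFP-expressing U2OS cells after 4 hr compound exposure at 37 °C. Titrations spanned 46 uM to 2.9 nM; 0% = basal, 100% = 10 uM MG-132; concentration-response curves fitted.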
Hsp90 Hop PPI: qHTS Assay for Disrupters of an Hsp90 Co-Chaperone Interaction; AlphaScreen TPR2A-His6 binding biotin-Hsp90 C-terminal peptide; Potency, µM (top dose mostly 57 µM), without a hit: at the highest dose activity change, negative = inhibition; actives 0.44% (n = 71,000); AID 595, 2007; active = well fitted curve in either direction with a large enough effect; inconclusive = small, poorly fitted or top-dose-only effect, or another doubt; also: potency is read from the fitted curve at half-maximal effect; % is scaled to controls: 0 for no effect and ±100 for the full control effect; many of its hits are not listed in these tables
CRE-bla Fsk: Cell signaling CRE-BLA (Fsk stim); CHO CRE-bla reporter (cAMP response element driving beta-lactamase), forskolin EC10, beta-lactamase ratio; Potency, µM (highest dose often 38.2 µM), for inactives: at the top dose activity change, negative = inhibition, hits mostly activators; actives 2.5% (n = 71,000); active = well fitted activation curve with a large enough effect in the signal ratio, with a control signal flat, not every such curve was filed as active; inconclusive = small, poorly fitted or top-dose-only effect, or effect the other way, or a change in a side signal; the % refers to the signal ratio; also: potency is read from the fitted curve at half-maximal effect; % of control where 0% means no effect
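CHO CRE-bla cells, overnight plating in Opti-MEM with 0.5% dialyzed FBS; cpd titration + EC10 NKH 477, 3 h 37 °C; CCF4 2 h RT; ex 405/em 460 vs 530 ratio → %Activity, AC50.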
* hit, by the source's call; ? = inconclusive; / = no result given; & = joins results of further samples; [ ] = another dose, or the depositor's remark. Unless noted, calls follow the shape of the dose curve; as a rule, active = well fitted curve in the direction sought with a large enough effect; inconclusive = small, poorly fitted or top-dose-only effect, or another doubt; inactive = no such curve, though single readings can be large; an effect the other way counts as inactive or inconclusive.

SMILES | GFP derepression | DNA Pol III inh | BRCT PPI green | 15-hLO inh | USP2a inh | HADH2 inhib | HBB splice mod | BRCT inh red | UbGFP stabilizer | Hsp90 Hop PPI | CRE-bla Fsk
CCCC[C@H](CC)CN=C(N)NC(N)=NCCCCCCN=C(N)NC(N)=NC[C@@H](CC)CCCC | -4%[20.6 µM] | -8%[25.6 µM] | -0.7%[34.4 µM] | -5%[25.6 µM] | 15%[17.1 µM] | 6%[25.6 µM] | -0.8%[20.6 µM] | 1.1%[34.4 µM] | -7%[20.5 µM] | -4%[26 µM] | 2%[17.1 µM]
C=CCSc1nc2c(c(=O)[nH]c(=O)n2C)n1Cc1ccc(C)cc1 | / | -12% | -2.0% | -3% | / | -25% | -1.2% | -1.2% | 0% | -3% | 2.5µM*
O=C(Cc1cccs1)Nc1ccc(S(=O)(=O)N2CCCCC2)cc1 | 5% | -5% | 0.4% | -16% | 41%[activator] | ? | 6.8% | -1.5% | -6% | -3% | -7%
C=CCn1c(C#N)c(N)sc1=N | 2% | -1% | 0.6% | -1% | 8% | ? | -3.2% | 3.8% | -1% | -4% | -9%
Cc1cccc(NC(=O)c2cc(-c3ccco3)nc3ccccc23)n1 | 4% | -6% | 2.0% | ? | 13% | ? | 0.6%[57.5 µM] | -1.6% | -1% | 2% | ?
O=C1C2C3c4ccccc4C(c4ccccc43)C2C(=O)N1Cc1ccco1 (configuration not stated) | -2% | -3%[11.4 µM] | 1.7% | 6%[11.4 µM] | 0%[7.66 µM] | -24%[11.4 µM] | -1.8%[0.0738 µM] | 0.1% | -15%[9.17 µM] | -3%[11 µM] | -7%[7.6 µM]
NS(=O)(=O)c1ccc(CCNC2CC(=O)N(Cc3ccccc3)C2=O)cc1 (configuration not stated) | 2% | 0% | -1.5% | 9% | -1% | -6% | -0.6% | -0.1% | 0% | 1% | 1%
CCOC(=O)C1CCCN(C(=O)c2cc3c(-c4cccc(OC)c4)nn(C)c3s2)C1 (configuration not stated) | 2% | -4% | -0.4% | 1% | 27% | -12% | -3.2% | -2.4% | 0% | 0% | 3.2µM*
CC[C@]1(O)C[C@@H]2CN(CCc3c([nH]c4ccccc34)[C@](C(=O)OC)(c3cc4c(cc3OC)N(C=O)[C@H]3[C@@](O)(C(=O)OC)[C@H](C(=O)OC)[C@@]5(CC)C=CCN6CC[C@]43[C@H]65)C2)C1 | -1% | -2% | 3.4% | ? | / | 6% | / | -3.2% | 2% | -6% | 0.5µM*
Cc1ccc(SCc2[nH]nc3c2C(c2ccco2)C(C#N)=C(N)O3)cc1 (configuration not stated) | 2% | -3% | -1.5% | ? | 11% | ? | 0.0% | 1.0% | -1% | -8% | ?
CCOC(=O)C1CCN(C(c2cc3c(C)ccc(C)c3[nH]c2=O)c2nnnn2C2CCCCC2)CC1 (configuration not stated) | ? | -1% | 1.0% | -2% | 21% | 8% | / | -0.9% | 2% | -4% | 3%
Cc1nc(SCC(C)C)[nH]c(=O)c1Cc1ccccc1 | 0% | -9% | -1.6% | 0% | -2% | 8% | / | -0.9% | 2% | -4% | ?
COCCNc1nc(-n2nc(C)cc2C)nc2sc3c(c12)CCCC3 | ? | -2% | -3.1% | 29% | 11% | ? | 1.1%[0.369 µM] | 0.1% | / | -9% | 13µM*
CCC(C)[C@H](NC(=O)Nc1cccc(OC)c1)C(=O)OC (some centres not stated) | 2% | -2% | -1.9% | -1% | 1% | -3% | 0.1%[0.369 µM] | -0.7% | 5% | -1% | -4%
O=C(Nc1cccc(O)c1)C1CCCN1C(=O)OCc1ccccc1 (configuration not stated) | 4% | -4% | 0.5% | 3% | -1% | -6% | -0.4% | 0.3% | 3% | 0% | -2%
C/C(N)=C(/C#N)C(=O)COc1ncnc2ccccc12 | 1% | -6% | 0.3% | 0% | -2% | -8% | 0.1%[57.5 µM] | -0.8% | 7% | -1% | -3%
CC(=O)O[C@H](CC(=O)O)C[N+](C)(C)C | 1% | -2% | 0.3% | -24%[25.6 µM] | / | 3% | / | 1.6% | 3% | -6% | -7%
Cc1ccc(Cn2nnc3c(=O)n(Cc4ccccc4C)cnc32)cc1 | / | 0% | -0.7% | 4% | / | 2% | -0.1% | -0.9% | 1% | 1% | 10%
CC(C)CNS(=O)(=O)c1ccc(S(=O)(=O)N2CCCN(Cc3ccccc3)C2)cc1 | -1% | -4% | 0.2% | -3% | 2% | 4% | / | 1.8% | 5% | -2% | -2%
COC(=O)[C@@]1(Cc2ccc(F)cc2)[C@H]2c3cc(C(=O)N(C)C)n(Cc4nc5ccccc5[nH]4)c3C[C@H]2CN1C(=O)c1ccccc1 | / | 1% | 6.9% | / | / | -12% | -0.2% | 2.2% | / | -14% | -11%
Cc1cc(C)nc(SCC(=O)Oc2ccc3oc(=O)cc(C)c3c2)n1 | -2% | -1%[11.4 µM] | 14% | -5%[11.4 µM] | 1%[7.66 µM] | -24%[11.4 µM] | -2.1%[0.0738 µM] | 0.8% | 7%[9.17 µM] | -5%[11 µM] | 14%[7.6 µM]
O=C1C[C@@H](O)[C@@H](O)[C@H]2[C@@H]3C(=O)N(C4CCCCC4)C(=O)[C@@H]3CC[C@H]12 | / | / | -1.3%&0.5%&-0.2%[15.4 µM] | 3%&2%&14%[11.4 µM] | / | -5%&4%&7%[11.4 µM] | -0.4%&2.3%&0.4%[9.22 µM] | 0.9%&-2.3%&-1.8%[15.4 µM] | / | / | /
Nn1cc(-c2ccccc2)nc1SCC(=O)NCCN1C(=O)CSC1=O | 3% | -2% | -0.8% | 14% | -7% | 30%[activator] | -0.4%[57.5 µM] | 0.4% | 4% | -2% | -4%
O=C(O)c1ccc(C(=O)Nc2cccc3ccccc23)c(C(=O)O)c1 | 0%[9.22 µM] | -10%[11.4 µM] | -0.4%[15.4 µM] | 3%[11.4 µM] | / | 8%[11.4 µM] | -0.3%[9.22 µM] | -1.3%[15.4 µM] | -2%[9.17 µM] | -3%[11 µM] | -1%[7.6 µM]
O=C(c1ccncc1)N1CCC2(CCCN(C(c3ccccc3)c3ccccc3)C2)CC1 | 2%[9.22 µM] | 28% | -1.4% | 4% | 127%[activator] | 8% | 0.3% | 0.0% | -9% | -12% | ?
COc1ccc(NS(=O)(=O)c2cc(OC)ccc2NC(=O)c2cc(C)oc2C)cc1 | 1% | -1% | 0.7% | -15% | 53%[activator] | 4% | -0.5% | -0.7% | 7% | -15% | ?
COC(=O)c1cc2ccsc2n1CC(=O)N1CCCc2ccccc21 | 0% | -2% | 3.9% | -9% | 37%[activator] | 2% | -1.8% | -0.9% | 1% | -2% | -11%
Cc1ccc(C2NC(=O)NC3=C2CCc2ccccc23)cc1 (configuration not stated) | 0% | -7% | -0.3% | -25% | -3% | 32µM* | -2.3%[57.5 µM] | -0.3% | -2% | 0% | -5%
COc1ccc(NC(=O)N(Cc2cccnc2)Cc2ccccc2Cl)c(OC)c1 | 3% | -10% | -3.3% | 4% | / | 6% | -0.3% | 1.0% | -3% | -4% | 3%
Cc1ccc(C(C)C)c(OCC(O)CN2CC(C)OC(C)C2)c1 (configuration not stated) | 0% | 10% | -1.1% | 8% | 11% | 20% | -0.1%[57.5 µM] | -0.1% | -3% | 0% | -3%
Cn1c(=O)c(-c2ccc(Cl)cc2)nc2cnc(Oc3ccccc3)nc21 | 0%[9.22 µM] | -3% | -3.0% | 2% | 19% | -4% | 2.7% | 0.7% | 1% | -3% | 3.2µM*
O=C(CSc1nc2ccccc2[nH]1)Nc1cc(C(F)(F)F)ccc1N1CCOCC1 | -1% | -2% | 0.1% | ? | 20% | 1% | 0.2% | -0.1% | 0% | -2% | ?

Not all compounds are listed (hit frequency here may not be typical).
